Assay outcomes as filed in PubChem.
D2 agonist – HTS Assay for Allosteric Agonists of the Human D2 Dopamine Receptor: Primary Screen for Agonists; HEK293 T-REx D2 cells, calcium flux agonist mode; activation, % at 2 µM; 340,000 compounds, 0.53% hits; AID 485358, 2010;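 active means activation over 3 SD above normal in the single-dose calcium agonist read, cut at about 30% in these data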; further: 0% is about no effect
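Agonism is scored from calcium flux in a force-coupled, inducible HEK293 cell line expressing D2, read kinetically for 180 s after compound addition against dopamine controls.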
TrxR1 substrate – qHTS Assay for Substrates of Mammalian Selenoprotein Thioredoxin Reductase 1 (TrxR1): qHTS | purified TrxR1 substrate turnover, NADPH consumption readout | Potency, µM (series often up to 114 µM), for inactives: at the highest dose activity change, negative = substrate turnover | 390,000 compounds, 0.01% hits | AID 588456, 2011; further: potency means the concentration at half of the fitted maximal effect; on the % scale 0 is the no-effect control and ±100 the full control effect; nearly all actives have a fitted effect of over 50% in size
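Rat TrxR1, dispensed at 90 nM, was prereduced with 400 uM NADPH (final) for 5 min at ~22 deg C, then incubated with compound 15 min before 400 uM selenite. A first-read NADPH fluorescence drop versus no-compound background flagged substrates.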
TRHR agonist – qHTS for Small Molecule Agonists and Allosteric Enhancers of Human TRH Receptor: Primary Screen for Agonists. AID 493084, 2011. Thyrotropin-releasing hormone receptor (Homo sapiens), P34981. TRHR cells, calcium flux fluo-8, FDSS agonist mode. 360,000 compounds, 0.18% hits. activation, % at 2 µM; in the data active means activation above about 30%; further: 0% is about no effect
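In this calcium-flux screen, cells bearing human TRHR are dye-loaded with fluo-8, baselined for 10 cycles, then exposed to library compounds; positive kinetic calcium responses during the agonist phase mark hits, with TRH as control.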
D2 antagonist – HTS Assay for Allosteric Antagonists of the Human D2 Dopamine Receptor: Primary Screen for Antagonists; D(2) dopamine receptor (Homo sapiens), P14416; HEK293 TREx D2 cells, calcium flux, dopamine EC80; inhibition, % at 10 µM; 340,000 compounds, 2% hits; AID 485344, 2010; in the data active means inhibition above about 30%; further: 0% is about no effect
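Cells plated overnight at 30 C with tetracycline; no-wash calcium dye, 30–90 min RT; 10 s baseline; compound pinned; 180 s read; EC80 dopamine added; another 180 s read.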
PI4K2A inh – qHTS for small molecular inhibitors of PI4K2A. purified PI4K2A, ADP-Glo luminescence, 1 h; hits give low values. 420,000 compounds, 0.13% hits. activity change, negative = inhibition, % at 76.9 µM. AID 1346378, 2018; in the data active means activity change below about -50%; inconclusive means mostly about -30% to -49%;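 further: -100% = wells without enzyme as full effect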
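Compounds are screened against recombinant PI4K2A using PI as substrate and ATP, the latter dispensed at 300 microM. Reactions run one hour at ambient temperature before ADP-Glo detection; full inhibition defined by wells lacking enzyme.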
USP1 inh – Inhibitors of USP1/UAF1: Primary Screen | Ubiquitin carboxyl-terminal hydrolase 1 (Homo sapiens), O94782 | recombinant USP1/UAF1, Ub-Rhodamine cleavage fluorescence | Potency, µM (series often up to 57.1 µM), without a hit: at the highest dose activity change, negative = inhibition, hits mostly inhibitors | 390,000 compounds, 0.23% hits | AID 743255, 2014; further: potency means the concentration at half of the fitted maximal effect; on the % scale 0 is the no-effect control and ±100 the full control effect; nearly all actives have a fitted effect of over 60% in size; inactives centre near -12
Target sequence (O94782 whole entry, looked up): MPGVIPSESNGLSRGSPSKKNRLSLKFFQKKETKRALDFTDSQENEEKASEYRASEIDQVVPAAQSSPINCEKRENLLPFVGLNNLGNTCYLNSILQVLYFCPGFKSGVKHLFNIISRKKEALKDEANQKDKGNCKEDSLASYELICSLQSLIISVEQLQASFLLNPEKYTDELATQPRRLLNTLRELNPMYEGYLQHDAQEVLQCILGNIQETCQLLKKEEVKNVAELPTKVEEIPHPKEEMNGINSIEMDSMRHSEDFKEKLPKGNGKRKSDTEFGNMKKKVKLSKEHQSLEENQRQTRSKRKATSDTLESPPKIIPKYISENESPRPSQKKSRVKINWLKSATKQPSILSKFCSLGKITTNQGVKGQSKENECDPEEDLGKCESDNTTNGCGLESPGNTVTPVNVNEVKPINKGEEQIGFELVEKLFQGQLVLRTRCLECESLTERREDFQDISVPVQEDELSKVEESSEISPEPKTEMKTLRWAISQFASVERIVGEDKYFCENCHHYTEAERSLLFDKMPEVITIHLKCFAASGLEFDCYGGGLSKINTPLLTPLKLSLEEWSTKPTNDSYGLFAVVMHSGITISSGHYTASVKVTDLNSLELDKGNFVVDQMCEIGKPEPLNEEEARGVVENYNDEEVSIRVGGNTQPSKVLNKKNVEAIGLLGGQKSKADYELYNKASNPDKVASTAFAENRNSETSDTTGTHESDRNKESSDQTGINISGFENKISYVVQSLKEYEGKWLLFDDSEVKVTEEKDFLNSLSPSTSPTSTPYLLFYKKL
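Step one: compound is pinned into 1nM USP1/UAF1 in HEPES pH 7.8 buffer with TCEP. Step two: 15 min room-temperature incubation. Step three: Ub-Rho (150nM final) starts cleavage, tracked by fluorescence over six one-minute reads.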
mIDH1 inhibitor – qHTS for Inhibitors of mutant isocitrate dehydrogenase 1 (IDH1): qHTS; AID 602179, 2012; 390,000 compounds, 0.093% hits; IDH1-R132H enzyme, NADPH consumption, diaphorase/resazurin fluorescence; Isocitrate dehydrogenase [NADP] cytoplasmic (Homo sapiens), O75874; Potency, µM (top dose mostly 76.6 µM), inactives show top-dose activity change, negative = inhibition, hits mostly inhibitors; further: potency means the concentration at half of the fitted maximal effect; on the % scale 0 is the no-effect control and ±100 the full control effect; nearly all actives have a fitted effect of over 65% in size
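IDH1-R132H (0.5 ug/mL) preincubated 30 min with compound, then NADPH (0.016 mM) and alpha-KG (2 mM) added; 80 min at RT, pH 7.5. Remaining NADPH coupled via diaphorase/resazurin to fluorescence (540/590 nm); concentration-response curves normalized to no-enzyme control.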
TrxR1 inh – qHTS Assay for Inhibitors of Mammalian Selenoprotein Thioredoxin Reductase 1 (TrxR1): qHTS. AID 588453, 2011. Potency, µM (highest dose often 114 µM), for inactives: at the highest dose activity change, negative = inhibition, usual class: inhibitors. recombinant rTrxR1, NADPH fluorescence consumption, selenite substrate. 390,000 compounds, 1% hits. Thioredoxin reductase 1, cytoplasmic (Rattus norvegicus), O89049; further: potency means the concentration at half of the fitted maximal effect; on the % scale 0 is the no-effect control and ±100 the full control effect; nearly all actives have a fitted effect of over 65% in size
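Rat TrxR1 (90 nM in the dispensed reagent) was pre-reduced with 400 uM NADPH for 5 min at room temperature, then incubated with compound for 15 min. After 400 uM selenite was added, NADPH fluorescence (Ex 340/Em 450 nm) was followed for 8 min.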
TRHR enhancer – qHTS for Small Molecule Agonists and Allosteric Enhancers of Human TRH Receptor: Primary Screen for Enhancers; Thyrotropin-releasing hormone receptor (Homo sapiens), P34981; TRHR cells, fluo-8 calcium fluorescence, EC20 TRH enhancement; enhancement, % at 2 µM; 360,000 compounds, 0.66% hits; AID 493056, 2011; in the data active means enhancement above about 30%; further: 0% is about no effect
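TRHR-expressing cells loaded with fluo-8 calcium dye were read kinetically (ex 480/em 530) during compound addition, then stimulated with an EC20 of TRH (10 nM final). Enhancement of the Gq-mediated intracellular calcium response was scored.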
* = called active by the depositor; u = inconclusive; x = no result given; & = joins results of further samples; [ ] = another dose, or the depositor's remark. Unless noted, the call rests on the fitted dose curve; in most records, active means well fitted inhibition curve with a large enough effect; inconclusive means small, poorly fitted or top-dose-only effect; inactive means no such curve, though single readings can be large or run the other way. Outcome played no part in choosing rows; any-hit rate near 3.9%.

Screens in order – D2 agonist	TrxR1 substrate	TRHR agonist	D2 antagonist	PI4K2A inh	USP1 inh	mIDH1 inhibitor	TrxR1 inh	TRHR enhancer
CC(=O)NC(C(=O)c1ccccc1)N1CCCCC1 (stereo unspecified)
    -1.8	7.1%	0.5	-8.1	-1.1	-11.3%	-5.9%	17.5%	4.2
COC(=O)c1ccccc1OC(=O)c1ccc(Br)o1
    -2.3	-7.7%	0.1	0.4	-2.1	-21.0%	7.1%	7.0%[57.1 µM]	0.2
CCOC(=O)C(CC)/C(C)=N/NC(=O)c1ccccc1[N+](=O)[O-] (stereo unspecified)
    -0.1	9.3%	0.0	6.5	-0.2	-10.9%	0.0%	25.1%	-3.1
CCOc1ccc(NS(=O)(=O)c2cc3c4c(c2)C(C)C(=O)N4CCC3)cc1 (stereo unspecified)
    -0.1	-6.3%	-0.3	-14.9	-2.1	-10.7%	-1.0%	-4.3%	-6.2
O=C(O)c1ccc(C2NCC(c3ccccc3Cl)c3c2[nH]c2ccccc32)cc1 (stereo unspecified)
    0.2	14.5%[57.1 µM]	-0.1	18.0	-2.1	-19.9%	10.6%	17.1%[57.1 µM]	4.3
CCOC(=O)C1CCN(Cc2ccc3ccccc3c2)CC1
    12.9	-0.4%	1.5	9.0	4.4	-3.6%	-2.1%	7.1%	3.1
OC(CN1CCOCC1)CN(c1ccccc1)c1ccccc1 (stereo unspecified)
    -0.3	-3.0%	-0.6	9.3	0.9	-6.1%	4.0%	-3.5%	-3.7
CCN(c1ccc(C)cc1)S(=O)(=O)c1nnc(NC(=O)c2cccs2)s1
    -0.7	15.0%	0.1	x	1.6	-11.4%	-22.2%	24.1%	9.6
O=C(CSc1nnc(-c2cccs2)o1)c1cccs1
    0.2	2.6%	-2.6	-12.2	-0.9	-6.1%	0.6%	2.0%	-1.0
O=C(Nc1ccc(Cl)cc1)Nc1nc(-c2ccccc2O)cs1
    x	2.5%	1.4	x	2.7	-14.3%	-5.0%	14.5%	-7.0

Single records, from the list above.
CCOC(=O)C(CC)/C(C)=N/NC(=O)c1ccccc1[N+](=O)[O-] (stereo unspecified) is listed with D2 agonist = -0.1; TrxR1 substrate = 9.3%; TRHR agonist = 0.0; D2 antagonist = 6.5; PI4K2A inh = -0.2; USP1 inh = -10.9%; mIDH1 inhibitor = 0.0%; TrxR1 inh = 25.1%; TRHR enhancer = -3.1
CCOc1ccc(NS(=O)(=O)c2cc3c4c(c2)C(C)C(=O)N4CCC3)cc1 (stereo unspecified) is listed with D2 agonist = -0.1; TrxR1 substrate = -6.3%; TRHR agonist = -0.3; D2 antagonist = -14.9; PI4K2A inh = -2.1; USP1 inh = -10.7%; mIDH1 inhibitor = -1.0%; TrxR1 inh = -4.3%; TRHR enhancer = -6.2

(further entries)
Screens in order – D2 agonist	TrxR1 substrate	TRHR agonist	D2 antagonist	PI4K2A inh	USP1 inh	mIDH1 inhibitor	TrxR1 inh	TRHR enhancer
O=C(Nc1cc(Cl)ccc1N1CCCC1)C1=NN(c2ccccc2)C(=O)CC1
    -0.3	-1.8%	0.2	-11.2	-0.5	-16.9%	-0.6%	18.5%	-5.6
COc1cccc(C(=O)Nc2cccc(OCc3cc(=O)n4cccc(C)c4n3)c2)c1
    -0.5	3.2%[57.1 µM]	-0.6	x	-4.7	-8.0%	0.6%	6.6%[57.1 µM]	8.4
Cc1cc(/C=C(/C#N)C(=O)O)c(C)n1CCC(C)C
    1.1	-17.3%	0.1	-19.5	1.5	-18.2%	-1.2%	-23.0%	5.8
O=C(c1cccc(F)c1)N1CCc2ccccc2C1
    x	-3.5%	-0.5	x	-1.2	u	7.1%	-11.7%	-5.1
CC(C)(C)OC(=O)C[C@H]1C/C=C\C[C@H](CC(=O)NCCO)C(=O)N[C@@H](Cc2ccccc2)COC1=O
    x	-10.1%[57.1 µM]	x	x	-0.3	-12.7%	4.3%	6.6%[57.1 µM]	x
COc1ccc(CNC(=O)C2CCN(S(=O)(=O)N3CCOCC3)CC2)cc1
    1.0	-1.7%	-0.1	-7.0	-0.9	-11.5%	8.3%	6.8%	4.2
CN(C)CCNC(=O)c1ccc2c(c1)NC(=O)C(CS(=O)(=O)Cc1cccc(Br)c1)N2 (stereo unspecified)
    -0.1	1.7%[57.1 µM]	0.3	x	-5.9	4.9%	-6.6%	3.5%[57.1 µM]	2.6
CN1CCN(NC(=O)c2cn(-c3ccccc3)nc2-c2cccs2)CC1
    0.9	0.6%	-0.7	-18.4	1.1	-18.4%	-5.6%	25.8%	-2.8
CC1(C)OC(=O)C(=CNc2ncccn2)C(=O)O1
    0.0	-5.8%[57.1 µM]	0.9	-10.1	-5.4	-10.1%	3.3%	-4.6%[57.1 µM]	5.1
Cc1ccc2c(c1)[C@H]1[C@H](CO2)[C@H](c2ccccc2)[C@]2(C)C(=O)Nc3ccccc3C(=O)N12
    x	1.3%	x	x	-3.1	-17.3%	-6.9%	21.2%	x
CCOC(=O)N1CCN(C(=O)Cc2cccs2)CC1
    -0.2	-5.6%	-0.2	8.3	-9.9	0.3%	4.6%	-8.3%	-2.8
Cc1cc(Cl)ccc1OCC(=O)NNC(=O)c1cnccn1
    -0.1	3.9%[57.1 µM]	-0.2	8.2	-6.6	3.5%	-1.5%	8.7%	-1.1
CN(C)C(=O)COc1ccc(S(=O)(=O)c2ccc(OCC(=O)N(C)C)cc2)cc1
    1.0	-13.4%	0.1	7.1	4.2	-6.6%	-20.2%	-29.0%	0.4
O=C1CCC(C(=O)OC(C(=O)Nc2ccc([N+](=O)[O-])cc2Br)c2ccccc2)=NN1 (stereo unspecified)
    -0.6	-4.5%	-0.7	-0.4	-8.3	-12.6%	-12.6%	-2.6%	0.8
CCn1ncc(C2=NOC(C(=O)Nc3cccc(O)c3)C2)c1C (stereo unspecified)
    0.1	1.9%	0.2	0.9	-2.6	-19.9%	0.8%	23.4%	0.1
CNC(=O)C1CCC(Cn2c(=O)c3sccc3n(CC(=O)Nc3ccc(C)cc3C)c2=O)CC1 (stereo unspecified)
    0.8	0.2%[57.1 µM]	0.1	x	3.3	8.7%	13.4%	2.6%[57.1 µM]	4.8
CCOC(=O)c1cccc(NC(=O)Nc2ccc3c(c2)N(C)C(=O)c2ccccc2S3)c1
    0.0	7.4%	-0.2	x	0.3	u	u	-11.2%	0.7
COC(=O)CCCCCC(CCC(=O)OC)NC(C)=O (stereo unspecified)
    0.0	-3.9%	0.8	-8.8	-0.5	-17.7%	1.4%	6.4%	2.0
CCOC(=O)C1(CCOc2ccccc2)CCN(Cc2ccc(C(=O)OC)cc2)CC1
    1.0	-3.5%	-0.3	14.0	-3.2	-14.6%	0.6%	17.0%	11.0
COc1ccc(C)cc1NC(=S)N1CC(C)OC(C)C1 (stereo unspecified)
    x	7.1%	-2.3	x	7.1	-20.2%	-7.9%	9.5%	1.0
Cc1cc(NC(=O)COn2nnc3ccccc32)no1
    -0.1	6.3%[57.1 µM]	-0.2	5.5	-6.6	-7.3%	1.6%	22.5%[57.1 µM]	1.4
O=C(Nc1ccc(Cl)c(Cl)c1)N1N=CCC1c1ccccc1 (stereo unspecified)
    -0.2	-5.3%[57.1 µM]	1.6	3.4	1.8	-21.8%	3.8%	-2.0%[57.1 µM]	-0.3
CN1CCN(C(=O)c2cc(Cl)cc(Cl)c2)CC1
    0.6	-11.0%	0.0	6.0	-3.5	-0.7%	-7.8%	-20.2%	-1.7
O=C(NCCCn1ccnc1)c1cccc(S(=O)(=O)N2CCCCCC2)c1
    0.8	-2.3%	0.1	-6.1	5.1	-13.4%	1.9%	6.9%	-8.4
Cc1ccc(N(C(=O)CCCC(=O)Nc2ccccn2)C(C(=O)NC2CCCC2)c2ccc(O)cc2)cc1C (stereo unspecified)
    0.0	-4.6%	-0.9	-8.3	0.4	0.5%	-14.3%	9.7%	-3.0
CC(=O)c1cccc(NC(=O)c2nc(-c3ccccc3)n(-c3ccccc3C)n2)c1
    3.5	-1.5%	0.3	x	3.5	-16.1%	-0.4%	19.8%	-1.5
COc1ccc(N2CC(C(=O)Nc3cccc(OC(C)C)c3)CC2=O)cc1 (stereo unspecified)
    0.1	-1.7%[57.1 µM]	0.0	9.6	1.5	-17.2%	1.2%	23.1%[57.1 µM]	0.2
Cc1cc(=O)oc2cc(OCC(=O)N3CCC(C(N)=O)CC3)ccc12
    -1.4	50.9%[activator]	0.0	-0.3	0.7	0.8%	-6.5%	6.3%	-14.6
Cn1c(=O)c2[nH]c(-c3ccccc3)nc2n(C)c1=O
    0.4	27.6%[57.1 µM]	0.4	-10.7	0.5	x	x	25.2%&6.5%[57.1 µM]	0.0
N#Cc1cnn(-c2ccccc2)c1NC(=O)CN1CCN(c2ccccc2)CC1
    2.0	7.4%[57.1 µM]	0.4	-0.9	-0.7	-10.9%	9.6%	18.0%[57.1 µM]	-0.2
